Assay outcomes: PubChem BioAssay, National Center for Advancing Translational Sciences (NCATS)
D2 antag – HTS Assay for Allosteric Antagonists of the Human D2 Dopamine Receptor: Primary Screen for Antagonists. D(2) dopamine receptor (Homo sapiens), P14416. HEK293 TREx D2 cells, calcium flux, dopamine EC80. inhibition, % at 10 µM. 340,000 tested, 2% active; in the data active = inhibition above about 30%; also: 0% is about no effect
Target sequence (P14416 whole entry, looked up): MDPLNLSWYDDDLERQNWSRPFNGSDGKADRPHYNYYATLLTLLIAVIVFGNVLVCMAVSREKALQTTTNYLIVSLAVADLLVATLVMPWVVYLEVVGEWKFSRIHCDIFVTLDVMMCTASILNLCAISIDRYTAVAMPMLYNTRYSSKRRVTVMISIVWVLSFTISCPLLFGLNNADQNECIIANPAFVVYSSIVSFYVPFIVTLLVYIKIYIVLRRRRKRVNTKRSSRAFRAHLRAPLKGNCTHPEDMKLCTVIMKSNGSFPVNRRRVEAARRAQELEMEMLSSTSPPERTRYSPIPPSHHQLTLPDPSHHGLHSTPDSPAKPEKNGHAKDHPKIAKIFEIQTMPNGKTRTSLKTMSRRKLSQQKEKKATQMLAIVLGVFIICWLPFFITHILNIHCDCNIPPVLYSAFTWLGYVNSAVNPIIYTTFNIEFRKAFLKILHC
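Compounds are added to dye-loaded, induced HEK293 T-REx cells coupled to calcium release via D2; after a 3 min kinetic read an EC80 dopamine stimulus is given and fluorescence is recorded for 3 more min.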
D2 ag – HTS Assay for Allosteric Agonists of the Human D2 Dopamine Receptor: Primary Screen for Agonists. D(2) dopamine receptor (Homo sapiens), P14416. HEK293 T-REx D2 cells, calcium flux agonist mode. activation, % at 2 µM. 340,000 tested, 0.53% active. AID 485358, 2010;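 active = activation over 3 SD above normal in the single-dose calcium agonist read, cut at about 30% in these data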; also: 0% is about no effect
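Tetracycline-induced HEK293 Trex cells with D2 receptor force-coupled to calcium signaling, plated overnight at 30 C and loaded with no-wash calcium dye. Calcium flux read kinetically for 180 s after compound addition; responses flag agonists.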
RXFP1 antagonist – qHTS Assay for Antagonists of the Relaxin Receptor RXFP1; 350,000 tested, 0.59% active; Relaxin receptor 1 (Homo sapiens), Q9HBX9; HEK293-RXFP1, relaxin-stimulated cAMP HTRF, 30 min; hits give low values; activity change, negative = inhibition, % at 57.5 µM; AID 1259400, 2018;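 active = activity change of -60% or lower, but not beyond a set lower limit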; also: % is scaled to controls: 0 for no effect and ±100 for the full control effect
D1 potentiator – Potentiators of Human D1 Dopamine Receptor: qHTS; AID 504651, 2011; D(1A) dopamine receptor (Homo sapiens), P21728; 360,000 tested, 0.036% active; HEK293 TREx D1 cells, calcium flux, dopamine EC20 potentiation; potentiation, % at 10 µM; in the data active = potentiation above about 30%; also: 0% is about no effect
Target sequence (P21728 whole entry, looked up): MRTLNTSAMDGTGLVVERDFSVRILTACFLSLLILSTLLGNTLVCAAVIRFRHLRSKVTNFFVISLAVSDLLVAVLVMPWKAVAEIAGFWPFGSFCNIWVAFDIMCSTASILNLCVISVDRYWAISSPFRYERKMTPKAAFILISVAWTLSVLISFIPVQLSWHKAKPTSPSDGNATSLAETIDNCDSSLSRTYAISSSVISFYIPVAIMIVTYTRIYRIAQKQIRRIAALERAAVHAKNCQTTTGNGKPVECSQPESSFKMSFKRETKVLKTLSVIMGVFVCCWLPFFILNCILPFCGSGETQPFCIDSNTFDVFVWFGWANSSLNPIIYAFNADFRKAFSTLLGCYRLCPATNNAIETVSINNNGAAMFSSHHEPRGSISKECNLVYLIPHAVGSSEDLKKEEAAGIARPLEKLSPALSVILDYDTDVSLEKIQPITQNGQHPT
D1 antag – Antagonist of Human D 1 Dopamine Receptor: qHTS | HEK293 TREx D1 cells, calcium flux, dopamine EC80; hits give low values | AID 504652, 2011 | D(1A) dopamine receptor (Homo sapiens), P21728 | activity change, negative = inhibition, % at 10 µM | 360,000 tested, 3.2% active; in the data active = activity change below about -30%; also: % is scaled to controls: 0 for no effect and ±100 for the full control effect
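Cells carrying a force-coupled, tetracycline-inducible human D1 receptor report calcium flux. Each well gets a 10 s baseline, compound with 180 s monitoring, then an EC80 dopamine stimulus with a second 180 s kinetic read.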
TRHR enhancer – qHTS for Small Molecule Agonists and Allosteric Enhancers of Human TRH Receptor: Primary Screen for Enhancers; Thyrotropin-releasing hormone receptor (Homo sapiens), P34981; TRHR cells, fluo-8 calcium fluorescence, EC20 TRH enhancement; enhancement, % at 2 µM; 360,000 tested, 0.66% active; in the data active = enhancement above about 30%; also: 0% is about no effect
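TRHR-expressing cells loaded with fluo-8 calcium dye were read kinetically (ex 480/em 530) during compound addition, then stimulated with an EC20 of TRH (10 nM final). Enhancement of the Gq-mediated intracellular calcium response was scored.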
D2 potentiator – HTS Assay for Positive Allosteric Modulators of the Human D2 Dopamine Receptor: Primary Screen for Potentiators | D(2) dopamine receptor (Homo sapiens), P14416 | HEK293 T-REx D2, calcium flux, EC20 dopamine potentiation | potentiation, % at 10 µM | 340,000 tested, 0.34% active;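 active = potentiation over 3 SD above the plate norm, cut at about 30% in these data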; also: 0% is about no effect
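Tetracycline-induced Hek293 Trex D2 cells, force-coupled to calcium, loaded with no-wash calcium dye. Compound added with 180 s kinetic read for agonism, then EC20 dopamine and a further 180 s read for potentiation.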
TRHR ag – qHTS for Small Molecule Agonists and Allosteric Enhancers of Human TRH Receptor: Primary Screen for Agonists; 360,000 tested, 0.18% active; Thyrotropin-releasing hormone receptor (Homo sapiens), P34981; activation, % at 2 µM; TRHR cells, calcium flux fluo-8, FDSS agonist mode; also: 0% is about no effect
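TRHR-expressing cells, plated overnight in medium with 10% serum, were loaded with fluo-8 calcium dye at room temperature. After a 10 s baseline, library compound was pin-added and calcium release was recorded kinetically (ex 480/em 530) as agonist response.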
D1 ag – Allosteric Agonists of the Human D1 Dopamine Receptor: qHTS. D(1A) dopamine receptor (Homo sapiens), P21728. 360,000 tested, 1% active. HEK293 T-REx D1 cells, calcium flux, agonist mode. activation, % at 2 µM; also: 0% is about no effect
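Agonism was scored from calcium flux recorded over 180 s (1 read/s) after pintool compound addition, following a 10-cycle baseline. Cells were inducible force-coupled HEK293 TREx D1, plated overnight at 30 C and loaded with no-wash calcium dye.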
* marks the source's active call; other numbers are inactive results; / = not tested or not shown. Rule as the data show it, unless noted: active = activation above about 30%; inactive = the rest.

SMILES	D2 antag	D2 ag	RXFP1 antagonist	D1 potentiator	D1 antag	TRHR enhancer	D2 potentiator	TRHR ag	D1 ag
O=C(c1cn(CCOc2ccccc2F)c2ccccc12)C1CCCCC1	/	0.9	-17	-4	0	-7	-9	1.4	15
COCCNC(=O)c1ccc(CS(=O)(=O)c2ccccc2)o1	-18	0.1	-11	0	7	2	1	0.3	4
CCOC(=O)N1CCN(C(=O)c2cc3c(=O)[nH]c4ccccc4c3s2)CC1	5	1.8	4	2	0	1	-15	-0.4	-3
Cn1c(Cn2nnc3ccccc32)nnc1SCC(N)=O	7	-3.1	-14	-4	6	-2	34*	1.3	2
Cc1ccc2onc(CC(=O)N3CCN(c4ccc(Cl)cc4)CC3)c2c1	/	-0.5	-26	-3	0	14	-13	0.2	-1
CSc1ccc(CCNC(=O)CCCn2c(=O)c3cccn3c3ccccc32)cc1	/	-0.5	-75*	-5	-1	-1	-12	-0.1	6
CCOC(=O)C1CCCN(CC(=O)Nc2cc(C)c3c(=O)oc4ccccc4c3n2)C1 (stereo not drawn)	/	0.0	/	-2	-10	1	-3	-0.4	0
Cn1cnc2nc3n(c2c1=O)CCC3	11	0.6	2	0	-8	7	23	0.8	1
Cc1cccc(CSC2=NCCN2C(=O)c2ccco2)c1	-19	-1.2	/	/	3	-4	-2	-0.1	0
CCOC(=O)C1=C(C)N(C)C(=O)NC1c1c(OC)ccc2ccccc12 (stereo not drawn)	5	0.7	-29	-1	5	6	10	0.0	1
COc1ccc(N2C(=O)CS(=O)C(c3ccccc3)C2=O)cc1 (stereo not drawn)	-3	-0.1	-7	3	2	-4	2	-0.7	3
CCOc1cc(NC(=O)c2cccs2)c(OCC)cc1NC(=O)CCC(=O)NCc1ccccn1	-27	0.9	-6	-4	55	-5	-3	-0.3	0
Cc1ccc(C)c(NC(=S)N(CCN(C)C)C(C)c2ccccn2)c1 (stereo not drawn)	0	0.6	6	-3	-7	1	-5	0.3	4
COC(CNc1nc(SC)nc2sc3c(c12)CCN(C)C3)OC	-10	0.4	-1	-7	-15	7	-2	0.1	0
CC(Sc1nc(NCc2ccccc2)nc(N(C)C)n1)C(=O)Nc1ccccc1 (stereo not drawn)	-9	-0.3	-8	4	12	2	6	-0.1	16
CC(Oc1ccccc1F)c1ccnc2nc(/N=C/N(C)C)nn12 (stereo not drawn)	-7	0.1	-11	3	10	-7	-3	0.2	1
O=C(CCOc1ccccc1)Nc1ccnn1C1CCN(Cc2ccc(O)cc2)CC1	-12	0.3	-1	6	0	-3	1	0.5	0
CC(C)OCCCNC(=O)c1cc(-c2cccs2)nc2ccccc12	/	/	-2	2	19	13	/	-2.0	3
c1csc(-c2nc(-c3ccncc3)no2)c1	/	/	-10	-2	16	0	/	0.2	1
N#Cc1ccccc1OCC(=O)N1N=C(c2cccs2)CC1c1ccco1 (stereo not drawn)	4	-1.6	8	9	1	-4	-1	0.6	2
COc1ccc2nc(/N=C/c3cccc(OC)c3O)sc2c1	/	/	-6	-5	-22	6	/	0.1	1
CCOc1ccc(N2C(=O)C(=O)/C(=C(/O)c3ccccc3)C2c2ccccc2[N+](=O)[O-])cc1 (stereo not drawn)	-4	-1.8	-8	0	-23	1	0	0.1	1
C=CCNC(=O)/C(C#N)=C/c1cn(-c2ccccc2)nc1-c1ccc(OC)c([N+](=O)[O-])c1	/	/	-13	-3	11	2	/	-1.0	5
COc1cc(NC(=O)CN2CCN(S(=O)(=O)c3ccc(Br)cc3)CC2)cc(OC)c1	/	-0.7	-13	-3	-5	17	7	-0.7	5
Cc1ccc(S(=O)(=O)Nc2ccccc2N(C)S(=O)(=O)c2ccc(C)cc2)cc1	/	/	/	-6	-14	0	9	0.3	3

Given with bars between the fields: part of the list above
mol | D2 antag | D2 ag | RXFP1 antagonist | D1 potentiator | D1 antag | TRHR enhancer | D2 potentiator | TRHR ag | D1 ag
CC(Sc1nc(NCc2ccccc2)nc(N(C)C)n1)C(=O)Nc1ccccc1 (stereo not drawn) | -9 | -0.3 | -8 | 4 | 12 | 2 | 6 | -0.1 | 16
CCOC(=O)C1CCCN(CC(=O)Nc2cc(C)c3c(=O)oc4ccccc4c3n2)C1 (stereo not drawn) | / | 0.0 | / | -2 | -10 | 1 | -3 | -0.4 | 0
CCOC(=O)N1CCN(C(=O)c2cc3c(=O)[nH]c4ccccc4c3s2)CC1 | 5 | 1.8 | 4 | 2 | 0 | 1 | -15 | -0.4 | -3
COC(CNc1nc(SC)nc2sc3c(c12)CCN(C)C3)OC | -10 | 0.4 | -1 | -7 | -15 | 7 | -2 | 0.1 | 0
CC(C)OCCCNC(=O)c1cc(-c2cccs2)nc2ccccc12 | / | / | -2 | 2 | 19 | 13 | / | -2.0 | 3
CCOc1cc(NC(=O)c2cccs2)c(OCC)cc1NC(=O)CCC(=O)NCc1ccccn1 | -27 | 0.9 | -6 | -4 | 55 | -5 | -3 | -0.3 | 0
CC(Oc1ccccc1F)c1ccnc2nc(/N=C/N(C)C)nn12 (stereo not drawn) | -7 | 0.1 | -11 | 3 | 10 | -7 | -3 | 0.2 | 1

(continued)
SMILES	D2 antag	D2 ag	RXFP1 antagonist	D1 potentiator	D1 antag	TRHR enhancer	D2 potentiator	TRHR ag	D1 ag
CC(=O)c1cccc(NC(=O)C(Cc2ccccc2)NS(=O)(=O)c2ccc(Br)s2)c1 (stereo not drawn)	/	1.0	-2	-2	-15	3	-2	-0.1	10
Cc1ccc(NS(=O)(=O)c2cn(C)c(=O)n(C)c2=O)cc1C	1	2.0	2	-2	3	-1	0	-0.2	2
COC(=O)/C=C1/N/C(=N\c2nc(C)cc(C)n2)N(c2ccc(Cl)cc2)C1=O	-9	0.2	17	6	-17	-1	12	-0.3	2
CCc1nn2c(=O)cc(COC(=O)c3cccc(NC(=O)CCc4ccccc4)c3)nc2s1	/	1.1	9	0	3	-4	3	-0.4	-2
O=C(CC12CC3CC(CC(C3)C1)C2)NCc1ccncc1	5	1.1	-5	-2	2	4	2	0.3	1
COc1cccc(N2CCN(C(=O)C3CCC(=O)N(C4CCCCCC4)C3)CC2)c1 (stereo not drawn)	2	-0.1	-11	2	-16	0	-2	-0.1	-2
O=C(c1cc(Br)c(Br)s1)N1CCN(C/C=C/c2ccccc2)CC1	-4	2.0	-8	6	-1	5	-20	1.1	2
c1cnc2ccc(C(c3nnnn3C3CCCCC3)N3CCN4CCCC4C3)cc2c1 (stereo not drawn)	6	0.3	0	-1	-12	1	-5	0.2	-2
Cc1ccc(CN2CCC(=O)N2)cc1	/	/	7	5	5	15	/	-1.4	0
CCC(=O)N1c2ccccc2-c2nnc(SC)nc2OC1c1ccc(N(C)C)cc1 (stereo not drawn)	7	-0.3	/	-6	-23	1	3	-0.8	-4
O=c1oc(-c2ccccc2NS(=O)(=O)c2ccccc2)nc2ccccc12	-4	-0.2	-7	-2	13	-2	-8	0.1	2
COc1ccc(CC(=O)Nc2ccc(/C(C)=N/NC(=O)c3cccc([N+](=O)[O-])c3)cc2)cc1	11	-0.4	-4	0	-14	1	13	0.0	3
Cc1ccc(S(=O)(=O)NC(C)(C)CN2CCCCC2)cc1	2	0.9	4	-5	7	1	-8	0.6	0
FC(F)(F)c1ccc(C2Nc3cccc4cccc(c34)N2)cc1	-6	2.7	-3	-6	-2	1	-1	-0.1	7
CCOC(=O)N1CCc2c(sc3c2c(=O)n(-c2ccc(Cl)cc2)c(=O)n3CC(=O)c2ccc(F)cc2)C1	/	2.8	-5	-4	-31*	5	5	5.5	22
CCOC(=O)[C@@H]1[C@H]2COc3ccc(Br)cc3[C@@H]2N2C(=O)N(c3ccc(Br)cc3)C(=O)[C@]12C	9	32*	/	-7	-7	1	-19	2.2	6
CC(C)CNC(=O)c1ccccc1NC(=O)c1ccccc1N(C)S(=O)(=O)c1ccccc1	8	-1.0	1	-6	1	-6	-5	-0.2	0
COc1ccc(CCNC(=O)CSc2ccc3ccccc3c2)cc1OC	10	-0.5	/	9	17	-2	15	-1.0	2
Cc1ccc(N2C(=O)c3n[nH]c(C)c3C2c2cccnc2)cc1 (stereo not drawn)	19	-1.7	1	4	-1	-8	-5	-0.1	0
CCOC(=O)C1=C(CS(=O)(=O)c2c(C)cc(C)cc2C)NC(=O)NC1c1cccc(OC)c1 (stereo not drawn)	/	0.1	/	1	-8	-10	24	0.5	4
COCCOC1CCN(C(=O)C2CCC(=O)N(CCc3ccccc3)C2)CC1 (stereo not drawn)	10	-0.5	-17	17	0	-4	-1	0.7	1
CC(/C=N/NC(=O)c1ccc(CN2c3cccc4cccc(c34)S2(=O)=O)cc1)c1ccccc1 (stereo not drawn)	-9	-1.0	1	0	-11	-3	0	0.7	8
CC(C)c1ccc(NC(=S)Nc2cccc3ccccc23)cc1	-3	-0.1	-10	-2	7	2	-1	-0.2	7
CCN(CC(=O)NCc1ccc(F)cc1)CC(=O)Nc1ccccc1-c1ccccc1	-17	-0.2	0	-8	-6	-13	1	0.0	4
CCOc1ccc(C(=O)NC(=S)NC2CCCC2)cc1[N+](=O)[O-]	2	2.3	-18	-2	-12	-3	-10	0.4	2

The results go on.
SMILES	D2 antag	D2 ag	RXFP1 antagonist	D1 potentiator	D1 antag	TRHR enhancer	D2 potentiator	TRHR ag	D1 ag
O=C(CCSc1nc(-c2ccc3c(c2)OCO3)cc(C(F)(F)F)n1)NCc1ccccc1	8	-0.1	11	-11	-19	-9	-8	0.3	5
O=C1CN(c2ccc(Cl)cc2)C(=O)CN1NC(=S)Nc1ccc(Cl)cc1	-1	1.2	-5	-3	7	-2	14	-0.2	0
CCOC(=O)C1=C(C)OC(N)=C(C#N)C1c1cc2c(cc1Br)OCO2 (stereo not drawn)	17	1.2	1	4	-2	9	-8	1.9	5
Cn1c(=O)[nH]c(=O)c2c1nc(N1CCN(c3cccc(Cl)c3)CC1)n2CCCc1ccccc1	/	/	/	-4	3	-1	/	0.1	2
CCCCNC(=O)c1ccc2c(c1)NC(=O)C(C(C)C)N2 (stereo not drawn)	/	-0.5	/	0	3	-10	17	-2.3	7
COc1ccccc1NC(=O)CCNC(=O)Cn1ccc2ccccc2c1=O	-11	-0.1	8	-2	-12	2	2	0.1	1
Cc1ccc(S(=O)(=O)NN2C(=O)c3ccccc3NC2c2cccc(O)c2)cc1 (stereo not drawn)	4	0.3	3	-13	7	-1	2	-0.5	1
COc1ccc(NS(=O)(=O)c2cc(NC(=O)c3ccc(=O)[nH]c3)ccc2N2CCOCC2)cc1	-7	-2.0	3	-16	-14	6	6	0.3	8
CCOc1ccc(C2C(C(N)=O)=C(C)Nc3nc(-c4cccc(Cl)c4)nn32)cc1OC (stereo not drawn)	/	7.5	0	-2	1	5	-1	0.8	1
